# Yp Topo-I inh: Y. pestis Topo-I inhibition via cleavage products; Y. pestis Topo-I cleavage product accumulation, plate reader; activity, % at 10 µM; actives 0.064% (n = 360,000); in the data active = activity above about 50%, passing the limit was not always enough; also: inactives centre near 2
# BoNT-A LC inh2: inhibitors of Botulinum neurotoxin A light chain protease; multiplex microsphere protease substrate cleavage, flow cytometry; inhibition, % at 10 µM; actives 0.17% (n = 360,000); AID 588499; also: plate controls were buffer without enzyme for full effect and enzyme alone for no effect
# SSB-PriA inh: K. pneumoniae PriA-SSBct interaction inhibition; actives 0.6% (n = 430,000); AlphaScreen SSBct-PriA binding, biotinylated peptide; inhibition, % at 33 µM; AID 1272365; in the data active = inhibition mostly above about 37%, no sharp cut-off; inactive = mostly below about 20%;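 also: plate controls were negative control peptide for no effect and reference peptide for full effect; strong numbers were not always called active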
# PrPC TRFRET: cell surface PrPC inhibition, primary TR-FRET screen; P04156; TR-FRET read-out; inhibition, % at 13.8 µM; actives 0.43% (n = 370,000); AID 720596; in the data active = inhibition above about 24%; also: 0% = median of the test wells and 100% = reference compound wells
# TcdB inh: TcdB glycohydrolase inhibition; TcdB glycohydrolase enzymatic assay, plate reader; AID 652162; actives 0.24% (n = 350,000); P18177; inhibition, % at 9.99 µM; in the data active = inhibition above about 10%
# BH1578 lux ind: quorum light induction in luxS cqsA deficient V. cholerae. V. cholerae BH1578 lux reporter, luminescence, 6 h. activation, % at 18.7 µM. actives 0.16% (n = 350,000); in the data active = activation mostly above about 9.7%, no sharp cut-off; also: not every result past the cut was called active; inactives centre near 0; reference of the scale not given here
# Anthrax LF inh2: anthrax lethal factor protease inhibition; P15917; multiplex microsphere protease cleavage assay, LF; inhibition, % at 10 µM; actives 0.12% (n = 360,000); also: plate controls were buffer without enzyme for full effect and enzyme alone for no effect
# Target sequence (P15917 whole entry, looked up): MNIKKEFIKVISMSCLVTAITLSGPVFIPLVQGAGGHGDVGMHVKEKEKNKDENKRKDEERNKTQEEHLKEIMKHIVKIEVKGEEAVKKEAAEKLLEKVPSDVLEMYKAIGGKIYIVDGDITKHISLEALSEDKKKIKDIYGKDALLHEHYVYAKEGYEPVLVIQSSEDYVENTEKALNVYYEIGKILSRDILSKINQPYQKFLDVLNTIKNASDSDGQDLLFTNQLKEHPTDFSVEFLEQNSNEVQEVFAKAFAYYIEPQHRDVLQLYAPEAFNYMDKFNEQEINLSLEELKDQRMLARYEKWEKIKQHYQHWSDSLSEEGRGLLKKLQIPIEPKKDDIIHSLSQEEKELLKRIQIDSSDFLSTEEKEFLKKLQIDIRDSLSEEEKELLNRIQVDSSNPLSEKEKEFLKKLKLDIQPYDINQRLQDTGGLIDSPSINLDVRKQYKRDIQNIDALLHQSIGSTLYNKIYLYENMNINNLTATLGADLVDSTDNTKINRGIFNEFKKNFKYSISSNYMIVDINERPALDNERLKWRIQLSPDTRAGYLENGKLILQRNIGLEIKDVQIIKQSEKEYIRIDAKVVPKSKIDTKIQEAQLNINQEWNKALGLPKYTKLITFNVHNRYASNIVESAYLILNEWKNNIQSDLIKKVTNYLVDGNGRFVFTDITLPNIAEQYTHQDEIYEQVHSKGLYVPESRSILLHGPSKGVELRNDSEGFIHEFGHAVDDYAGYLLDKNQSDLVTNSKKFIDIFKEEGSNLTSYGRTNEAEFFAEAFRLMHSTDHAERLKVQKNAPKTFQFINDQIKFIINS
# SARS 3CLpro inh: SARS-CoV 3CLpro protease inhibition; inhibition, % at 6 µM; recombinant SARS-CoV 3CLpro, quenched FRET peptide cleavage; AID 1706; actives 0.14% (n = 290,000); P0C6X7; in the data active = inhibition above about 12%
# PfHsp40 yeast: compounds rescuing yeast from Plasmodium falciparum HSP40 toxicity; S. cerevisiae expressing PfHsp40, growth rescue, ATP luminescence; actives 0.68% (n = 340,000); AID 504582; growth rescue, % at 12.5 µM; in the data active = growth rescue above about 28%, passing the limit was not always enough;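 also: yeast W303a lacking pdr1 and pdr3 grown in galactose medium; growth measured after three days at 30 °C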
# An asterisk follows results filed as active; i = inactive; . = no result given; & = joins results of further samples. Rule as the data show it, unless noted: active = inhibition above about 30%; inconclusive = no clear call, values can overlap the other calls; inactive = below that. These rows are one share of the data; count on the stated rates, not on these rows.
SMILES	Yp Topo-I inh	BoNT-A LC inh2	SSB-PriA inh	PrPC TRFRET	TcdB inh	BH1578 lux ind	Anthrax LF inh2	SARS 3CLpro inh	PfHsp40 yeast
Cc1cc(NC(=O)c2ccc(NC(=O)C3CC3)cc2)no1	-7	1.0	-4	-6	0.0	-0.3	3	-4	1.1
C=CCN(C(=O)Cn1nnc2ccccc21)C(C(=O)NCCOC)c1ccc(OC)cc1OC (stereo unspecified)	2	0.0	-15	0	.	-2.0	-5	3	0.5
CCOC(=O)c1cc(-c2ccccc2)sc1NC(=O)C(C)N1C(=O)NC(C)(c2ccc(Cl)cc2)C1=O (stereo unspecified)	0	-0.1	-15	0	.	2.6	-3	0	0.5
Cc1ccccc1NC(=O)COC(=O)c1ccc(S(=O)(=O)N2CCCC2)cc1	7	-0.3	-4	7	1.4	i	3	.	-1.6
CC(C)CC(NC=C1C(=O)OC(C)(C)OC1=O)C(=O)O (stereo unspecified)	11	-0.1	-5	14	.	-1.2	-4	2	-0.5
COc1cc(C(=O)NCC2(N3CCCCC3)CCCCC2)ccc1OCC(=O)N1CCOCC1	-2	-0.7	-2	1	-0.2	-0.2	-4	4	1.2
CC1CCN(C(=O)c2ccccc2NC(=O)c2cccc(S(=O)(=O)N(C)C)c2)CC1	-1	0.8	-14	1	-0.1	-0.4	6	-3	-0.7
CCOc1ccccc1Nc1nnc(SCc2nnc(-c3cc(OC)c(OC)c(OC)c3)o2)s1	0	1.2	5	8	.	-0.4	-4	4	0.5
O=c1[nH]cnc2c1c(-c1ccccc1)cn2-c1ccccc1	15	0.3	-10	0	1.9	-0.3	0	5	4.1
C=CCn1c(NC(=O)c2ccco2)nc2ccccc21	-4	0.4	13	4	-4.3	-0.5	-2	1	-0.7
COc1ccc(OC)c(C(=O)N2CCC(C(=O)c3ccc(F)cc3)CC2)c1	9	1.7	-12	6	.	i	-5	1	-0.2
Cc1ccc(-n2ccc(=O)c(-c3ccnc(SCc4cccc(Cl)c4)n3)n2)cc1	30	3.6	-8	-3	.	i	2	1	0.2
Cc1ccc(C(C)C)c(OCC(=O)NNC(=O)C(C(C)C)N2C(=O)c3ccccc3C2=O)c1 (stereo unspecified)	17	0.4	-11	9	.	-0.1	1	2	11
CCc1ccc(N2C(=O)CN(Cc3sccc3C)C2=S)cc1	7	-0.3	-3	10	0.9	-0.3	-7	3	-1.4
Cc1ccc(C)c(NC(=O)C(NCC(C)(C)N2CCOCC2)c2ccccc2)c1 (stereo unspecified)	-1	-1.1	-2	2	.	-2.1	2	2	-0.2
O=P(Nc1cccc(Cl)c1)(Oc1ccccc1)Oc1ccccc1	34	-0.1	-22	2	2.6	i	-3	10	0.1
CN(C)CCN(Cc1ccc(Cl)cc1)c1ccccn1	-1	-1.7	2	9	-8.8	8.7	-5	1	-2.9
O=[N+]([O-])c1ccc(N(CCO)Cc2ccccc2)c([N+](=O)[O-])c1	1	-2.2	7	-23	0.5	-0.7	14	4	-1.0
O=C(NC1CC1)c1ccc(N2CCCCC2)c([N+](=O)[O-])c1	3	-0.8	8	-21	0.8	-0.5	-4	-6	0.6
c1ccc(-c2nc3ccccn3c2NC2CCCC2)nc1	12	-3.9	55	5	1.4	i	1	-4	0.1
Cc1ccc(S(=O)(=O)N/N=C/c2ccccc2O)cc1	-6	-2.5	.	4	0.6	i	0	0	1.1
CCC(Sc1ccc(Cl)cc1)C(=O)Nc1nnc(-c2cccc([N+](=O)[O-])c2)s1 (stereo unspecified)	1	0.0	5	3	4.2	0.1	-5	0	0.3
CC(=O)c1cccc(NC(=O)C2C3C=CC(C3=C(c3ccccc3)c3ccccc3)C2C(=O)O)c1 (stereo unspecified)	4	0.3	-4	10	0.9	-0.5	-2	2	-0.4
CCCNC(=O)C(Cc1ccccc1)NC(=O)c1cccc([N+](=O)[O-])c1 (stereo unspecified)	2	-0.2	-1	-16	-0.2	-0.9	-6	.	-1.8
CSc1ccc(CNC2CC2)cc1	2	1.2	-5	-2	.	-1.6	5	-1	1.2
Cc1ccc(NC(=S)NN2CCOCC2)c(C)c1	-4	-0.5	-14	2	.	i	7	1	-0.1
CCc1ccccc1NC(=O)CN(C)C(=O)COC(=O)c1ccccc1Cl	4	5.4	-6	4	4.1	-1.5	1	.	0.3
CCn1c(=S)[nH]c2ccccc21	0	-0.6	-5	5	.	i	1	-2	0.0
Nc1nonc1C(=O)N/N=C/c1ccncc1	9	-0.8	.	-4	0.6	0.0	0	1	-0.4
Clc1ccccc1CO/N=C1\CCCc2nonc21	7	-0.3	.	-2	.	-1.1	-10	9	0.2
CC(C)NC(=O)N1Cc2cc(C(=O)NCC(F)(F)F)nc(-c3cccc(-c4cc5ccccc5o4)c3)c2[C@@H]1CCO	.	-0.1	.	1	-0.9&0.3	.	1	.	.
COc1ccc(C(C(=O)NCc2ccccc2)N(Cc2ccco2)C(=O)c2snc(C(N)=O)c2N)cc1 (stereo unspecified)	25	-0.6	-2	-4	-0.2	-2.3	-12	-1	-0.7
O=c1[nH][nH]c(C(F)(F)F)c1C=Nc1ccccc1	3	-2.5	-13	4	.	i	-2	8	-0.8
COC(=O)[C@@H](NC(=O)N1CCN(c2cccc(C(F)(F)F)c2)CC1)C(C)C	-4	0.6	-3	0	.	-0.1	-6	-2	0.5
CC1=C(C(=O)OC(C)C)C(c2c[nH]c3ccccc23)n2ncnc2N1 (stereo unspecified)	1	0.1	-5	4	0.9	-0.2	0	4	-0.3
O=C(COc1ccc2ccccc2c1)NNC(=O)c1ccccc1	3	-0.9	0	-3	-0.3	-0.9	-3	-3	-0.5
CCOC(=O)c1cc2ccccc2n1CC(=O)c1ccccc1	4	-7.5	-9	3	-0.9	i	5	0	0.2
Cc1cc(C)n(CC(O)COc2ccc(F)cc2)n1 (stereo unspecified)	0	-0.2	-2	9	1.2	-1.1	-4	0	0.6
CCOC(=O)CCc1c(C)c(C#N)c2nc3ccccc3n2c1-n1ccnc1C	-3	1.9	-6	-1	.	11	-4	2	-1.3
COc1ccc(NC(=O)Cn2c(-c3ccccc3)cc(C(C)=O)c2C)c(OC)c1	0	-0.1	2	-1	-0.1	-0.1	0	9	0.5
COc1ccc(-c2cc(=O)oc3cc(OCC(=O)NCCN4CCOCC4)ccc23)cc1	-1	-0.1	8	-1	0.0	-0.2	-2	1	-1.3
CC(C)CN(C(=O)CCNC(=O)c1ccc(Cl)cc1)C1CCS(=O)(=O)C1 (stereo unspecified)	4	0.2	3	-7	-0.8	-1.1	3	.	-2.0
Clc1cccc2sc(N3CCOCC3)nc12	-3	0.0	-9&-11	-4	.	i	0	-1	-1.3
CCc1ccc2[nH]c(=O)c(CN(CCCN3CCOCC3)C(=O)Nc3ccc(F)cc3)cc2c1	12	-0.5	9	-10	.	-0.5	0	0	0.2
COc1ccc(CN2CCNC(=O)C2CC(=O)N(C)CC2CCOCC2)c(F)c1 (stereo unspecified)	10	-0.9	-19	-1	1.7	i	2	-3	2.1
Cc1c(NC(=O)C(C)OC(=O)c2c3c(nc4ccccc24)CCC3)c(=O)n(-c2ccccc2)n1C (stereo unspecified)	3	0.8	-9	-6	0.6	i	1	-3	2.3
O=C(O)c1ccc2c(c1)C(=O)N(c1cccc3ccccc13)C2=O	4	-2.6	-10	4	0.4	83*	8	4	-0.9
CCC(C)NC(=O)c1ccc(NS(=O)(=O)c2ccc3[nH]c(=O)[nH]c3c2)cc1 (stereo unspecified)	-3	-0.8	-6	-11	0.2	i	-3	2	-0.4
Cc1cccc(-c2nc3c(c(SCC(=O)N4CCOCC4)n2)COC(C)(C)C3)c1	-1	0.5	-2	-8	0.8	i	-1	-1	-0.5
CC1(C)N=C(c2ccc(Cl)cc2)C(=O)N1	-8	-0.5	-8	0	1.1	-0.5	-2	2	-1.1
CC(=O)N(C)C1=C(O)c2ccccc2C(=O)C1=O	10	1.8	-9	-29	.	-0.5	2	4	-1.8
COc1ccc(N2CCN(C3CC(=O)N(C)C3=O)CC2)cc1 (stereo unspecified)	-5	0.1	-1	-6	.	i	-7	-4	-0.2
c1ccc(Cn2ccnc2)cc1	1	-0.2	-10	3	0.7	6.2	6	-2	-0.9
CCO[C@@H]1OC(C(=O)NC2CC2)=C[C@H](c2ccc(Br)cc2)[C@H]1CCCO	7	0.6	-7	2	0.4	-0.7	6	.	-0.5
COc1ccc(CNC(=O)c2sc(=O)n(Cc3ccccc3OC)c2C)cc1	34	-0.7	.	4	-8.8	i	-8	.	.
O=C(Nc1ccc(S(=O)(=O)Nc2nccs2)cc1)c1cccc(F)c1	-7	0.9	-11	7	1.8	i	9	0	1.0
Cc1ccc2cc(C)c(SCC(=O)Nc3ccc(S(=O)(=O)N4CCCC4)cc3)nc2c1	20	0.5	1	12	0.8	i	4	5	0.0
CN(C)S(=O)(=O)c1cccc(C(=O)OCC(=O)NCc2ccccc2)c1	0	-1.7	-4	0	.	-0.4	9	-2	-0.9
N#C/C(=C\c1ccc(C(=O)O)cc1)c1nc2sc3c(c2c(=O)[nH]1)CCCC3	-3	0.7	-6	3	2.2	-0.8	-10	-10	0.9
O=C(CSc1nc2ccccc2[nH]1)NCc1ccco1	3	-1.5	-8	-1	0.6	-0.6	-5	5	-0.7

# Given field by field: part of the list above.
Cc1ccc2cc(C)c(SCC(=O)Nc3ccc(S(=O)(=O)N4CCCC4)cc3)nc2c1
  Yp Topo-I inh = 20 | BoNT-A LC inh2 = 0.5 | SSB-PriA inh = 1 | PrPC TRFRET = 12 | TcdB inh = 0.8 | BH1578 lux ind = i | Anthrax LF inh2 = 4 | SARS 3CLpro inh = 5 | PfHsp40 yeast = 0.0
COc1ccc(N2CCN(C3CC(=O)N(C)C3=O)CC2)cc1 (stereo unspecified)
  Yp Topo-I inh = -5 | BoNT-A LC inh2 = 0.1 | SSB-PriA inh = -1 | PrPC TRFRET = -6 | TcdB inh = . | BH1578 lux ind = i | Anthrax LF inh2 = -7 | SARS 3CLpro inh = -4 | PfHsp40 yeast = -0.2
Cc1cccc(-c2nc3c(c(SCC(=O)N4CCOCC4)n2)COC(C)(C)C3)c1
  Yp Topo-I inh = -1 | BoNT-A LC inh2 = 0.5 | SSB-PriA inh = -2 | PrPC TRFRET = -8 | TcdB inh = 0.8 | BH1578 lux ind = i | Anthrax LF inh2 = -1 | SARS 3CLpro inh = -1 | PfHsp40 yeast = -0.5
O=C(Nc1ccc(S(=O)(=O)Nc2nccs2)cc1)c1cccc(F)c1
  Yp Topo-I inh = -7 | BoNT-A LC inh2 = 0.9 | SSB-PriA inh = -11 | PrPC TRFRET = 7 | TcdB inh = 1.8 | BH1578 lux ind = i | Anthrax LF inh2 = 9 | SARS 3CLpro inh = 0 | PfHsp40 yeast = 1.0

# Remaining list, next part:
SMILES	Yp Topo-I inh	BoNT-A LC inh2	SSB-PriA inh	PrPC TRFRET	TcdB inh	BH1578 lux ind	Anthrax LF inh2	SARS 3CLpro inh	PfHsp40 yeast
Cc1ccc(/C=N/NC(=O)c2nnn(-c3nonc3N)c2CSc2ccc(Cl)cc2)o1	3	-1.6	.	2	3.1	i	4	8	-0.4
Cc1ccc(C(NC(=O)c2ccccc2)C(Cl)Cl)cc1 (stereo unspecified)	-1	0.3	-12	14	-8.5	-1.1	-2	-6	2.8
COc1ccccc1CNc1nc2ccccc2n1CCN1CCCCC1	13	0.9	5	8	.	-0.7	-1	0	-0.4
CCOC(=O)c1c(C)[nH]c(C(=O)OC(C)C(=O)NCc2ccccc2)c1C (stereo unspecified)	2	-0.1	-15	-6	0.0	i	-12	.	3.6
Cc1cc(S(=O)(=O)NCc2ccccc2)ccc1OCC(=O)N1CCOCC1	8	-0.6	-10	4	0.5	-0.9	-8	2	2.9
CCCNC(=O)C(NS(=O)(=O)c1cccc2nsnc12)c1ccccc1 (stereo unspecified)	2	0.5	-2	-28	.	i	-1	1	-0.6
CN(C)CCN1CCN(C2CN(Cc3cn(Cc4cccc(Cl)c4)nn3)S(=O)(=O)C2)CC1 (stereo unspecified)	.	0.3	.	-1	-1.1	.	-7	.	.
CC(=O)Nc1ccc(NC(=O)C(C)OC(=O)/C=C/c2ccc3c(c2)OCO3)cc1 (stereo unspecified)	3	1.3	2	8	1.1	i	9	.	0.7
O=C(Cc1c[nH]c2ccccc12)NNCc1ccc(N(CCCl)CCCl)cc1	-5	0.4	1	2	-0.2	-1.0	-7	.	0.9
COCCCC1CCN(C(=O)C2CCC(=O)N(CCCc3ccccc3)C2)CC1 (stereo unspecified)	24	-0.1	.	0	0.1	-4.8	-1	.	.

# High-throughput results as filed in PubChem.
